CDK5 p35 inh – blocks human CDK5/p35 kinase activity | Recombinant CDK5/p35, ADP-Glo luminescence, 60 min | inhibition, % at 10 µM | 0.01% of 330,000 active | Q00535+Q15078;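 active means highest replicate inhibition of at least 50% and at least 75% of replicates reaching 50%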;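 further: plate controls were DMSO neutral control for no effect and GW8510 at 10 µM for full effect; many of its hits are not listed in these tables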
phage Ecoli inh – E. coli growth loss with phage present; AID 651602; 0.26% of 360,000 active; growth absorbance; inhibition, % at 11.9 µM; in the data active means inhibition above about 11%
HTR5A inv ag – counter-screen for OPRM1-OPRD1 inverse agonists: human HTR5A inverse agonism | AID 504634 | inhibition, % at 9.3 µM | HTR5A cell line, luminescence | 0.083% of 340,000 active | P47898; in the data active means inhibition mostly above about 23%, no sharp cut-off; inactive means mostly below about 18%;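 further: 0% = cells with DMSO and 100% = no-cell wells with DMSO; some compounds called inactive have numbers as strong as hits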
Target sequence (P47898 whole entry, looked up): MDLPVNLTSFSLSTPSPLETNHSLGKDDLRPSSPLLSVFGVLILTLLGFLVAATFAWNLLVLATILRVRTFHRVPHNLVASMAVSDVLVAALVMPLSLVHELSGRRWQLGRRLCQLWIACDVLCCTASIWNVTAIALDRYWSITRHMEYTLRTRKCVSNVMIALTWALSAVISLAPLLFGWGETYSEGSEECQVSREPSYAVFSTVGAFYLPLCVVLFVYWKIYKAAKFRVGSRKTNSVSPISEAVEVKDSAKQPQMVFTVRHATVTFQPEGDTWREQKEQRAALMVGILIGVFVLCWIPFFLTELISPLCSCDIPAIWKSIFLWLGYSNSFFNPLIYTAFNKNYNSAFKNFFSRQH
AddAB inh – less growth of phage-infected E. coli with AddAB. E. coli expressing H. pylori AddAB, absorbance growth. inhibition, % at 11.9 µM. 0.29% of 330,000 active; in the data active means inhibition above about 12%;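 further: 0% = vehicle wells of infected cells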
HTR5A ag – HTR5A agonism, opioid heterodimer counter-screen. P47898. HTR5A agonist assay, luminescence, cell-based. activation, % at 9.3 µM. 0.61% of 340,000 active. AID 504692; in the data active means activation mostly above about 9.5%, no sharp cut-off; inactive means mostly below about 7.6%;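 further: 0% = cells with vehicle only and 100% = reference agonist; strong numbers were not always called active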
Tat transport – blocks Tat-dependent protein export in E. coli. AID 488895. E. coli MC4100 TorA-mCherry Tat export, fluorescence. inhibition, % at 10 µM. 0.036% of 340,000 active;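 active means mean replicate inhibition at least 50% and at least half of replicates individually reaching 50%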;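 further: exported cargo escapes ClpAP degradation while cytoplasmic cargo is degraded and loses fluorescence; 0% = median of neutral control wells and 100% = median of NaSCN control wells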
SUMO Mot1 rescue – SUMOylation pathway inhibition by Mot1-301 growth rescue; S. cerevisiae Mot1-301 growth rescue, ATP luminescence, 38.5C; percent above DMSO median, 100 means doubled; growth rescue, % at 18.8 µM; 1% of 320,000 active;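 active means every valid replicate shows activation above 250% relative to neutral control wells; inactive means the rest, any valid replicate at or below 250%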;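 further: OY570 slx delta 5 strain wells were the positive control but not used for scaling; some compounds called inactive have numbers as strong as hits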
DAGLB inhibitor – blocks human DAGLB lipase activity | 0.059% of 340,000 active | AID 504411 | inhibition, % at 5.17 µM | Q8NCG7 | HEK293T DAGLB membrane lysate, EnzChek fluorogenic substrate; in the data active means inhibition above about 34%;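 further: 0% = enzyme with vehicle and 100% = wells lacking enzyme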
Target sequence (Q8NCG7 whole entry, looked up): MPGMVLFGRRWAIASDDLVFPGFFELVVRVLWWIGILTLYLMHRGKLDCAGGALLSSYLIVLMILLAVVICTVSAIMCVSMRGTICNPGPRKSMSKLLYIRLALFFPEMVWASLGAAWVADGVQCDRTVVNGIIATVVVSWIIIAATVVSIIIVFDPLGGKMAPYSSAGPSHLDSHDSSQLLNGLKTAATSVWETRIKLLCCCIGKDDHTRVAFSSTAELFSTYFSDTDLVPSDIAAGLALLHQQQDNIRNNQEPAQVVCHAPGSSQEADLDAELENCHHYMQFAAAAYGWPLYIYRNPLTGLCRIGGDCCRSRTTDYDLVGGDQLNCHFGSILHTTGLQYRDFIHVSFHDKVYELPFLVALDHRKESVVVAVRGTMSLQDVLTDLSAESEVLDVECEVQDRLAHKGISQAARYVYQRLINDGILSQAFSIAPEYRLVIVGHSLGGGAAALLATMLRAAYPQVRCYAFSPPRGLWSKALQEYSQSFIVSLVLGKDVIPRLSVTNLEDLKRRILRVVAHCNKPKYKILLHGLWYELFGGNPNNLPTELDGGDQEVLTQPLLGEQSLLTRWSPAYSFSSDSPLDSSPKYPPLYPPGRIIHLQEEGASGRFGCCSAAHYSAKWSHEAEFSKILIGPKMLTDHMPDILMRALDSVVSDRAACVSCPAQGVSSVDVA
Ecoli viability – bacterial growth inhibition, counter-screen for AddAB inhibitors; E. coli V3065 growth, OD600 absorbance, 18 h; inhibition, % at 11.9 µM; 0.27% of 330,000 active; AID 449728;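 active means inhibition above the campaign's mean inhibition across all tested compounds plus 3 SD, cut at about 9.9% in these data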;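 further: uninfected addAB+ strain grown without phage in ampicillin broth; 0% = DMSO wells and 100% = ciprofloxacin 0.95 µg/ml wells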
PKA-R1A act – activates the PKA-R1A holoenzyme complex | P00514+P68181 | PKA-R1A dissociation, Cy5-IP20 fluorescence polarization; scaled: DMSO 0%, 113 µM cGMP 100% | activation, % at 11.4 µM | 0.083% of 340,000 active;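 active means percent activation above the mean of all tested compounds plus 3 SD, cut at about 19% in these data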;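 further: higher means more PKAc released from R1A so a rise in polarization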
PKA-R2B act – activates the human PKA-R2B holoenzyme complex | activation, % at 11.4 µM | PKA-R2B holoenzyme dissociation, Cy5-IP20 fluorescence polarization; R2B truncated from residue 108, S112A mutant; 0% DMSO only, 100% 113 µM cGMP | 0.079% of 340,000 active | AID 504700 | P22694+P31323;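 active means activation above a cutoff set at the mean over all compounds plus 3 SD, cut at about 18% in these data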;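 further: higher means more holoenzyme dissociation and a rise in polarization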
Starred values were filed as active, the others as inactive. Rows were taken by chance; overall some 2.3% were active at least once.

What do the screens show for `COc1ccc(NC(=O)c2cc3c(COC(C)=O)cnc(C)c3oc2=Nc2cccc(C(=O)O)c2)c(OC)c1`?
CDK5 p35 inh: -0.1; HTR5A inv ag: 29; AddAB inh: -0.9; HTR5A ag: -8; Tat transport: -2; SUMO Mot1 rescue: 20; DAGLB inhibitor: -3; Ecoli viability: -1.5; PKA-R1A act: 19*; PKA-R2B act: -3

Results for COc1cccc(NC(=O)c2cc3ccccc3cc2OC)c1 ?
CDK5 p35 inh: 0.1; phage Ecoli inh: 0.7; HTR5A inv ag: -11; AddAB inh: -1.3; HTR5A ag: 3; Tat transport: 4; SUMO Mot1 rescue: 67; DAGLB inhibitor: -3; Ecoli viability: -2.2; PKA-R1A act: -9; PKA-R2B act: 12

Results for CCCNC(=O)C(Cc1ccc(F)cc1)NC(=O)c1ccc(C#N)cc1 (stereo not drawn) ?
CDK5 p35 inh: -2.3; phage Ecoli inh: 4.0; HTR5A inv ag: -19; AddAB inh: 1.6; HTR5A ag: 0; Tat transport: -11; SUMO Mot1 rescue: 3; DAGLB inhibitor: -1; Ecoli viability: -0.4; PKA-R1A act: -9; PKA-R2B act: 14

What do the screens show for `Cc1noc(NC(=O)c2ccccc2C(F)(F)F)c1C#N`?
CDK5 p35 inh: -1.1; phage Ecoli inh: 3.2; HTR5A inv ag: 1; AddAB inh: -0.7; HTR5A ag: 0; Tat transport: -1; SUMO Mot1 rescue: 144; DAGLB inhibitor: -1; Ecoli viability: 0.2; PKA-R1A act: 2; PKA-R2B act: -2

What do the screens show for `COc1ccc(C(CNC(=O)c2oc3cc(C)c(Cl)cc3c2C)N2CCCCC2)cc1` (stereo not drawn)?
CDK5 p35 inh: -0.6; HTR5A inv ag: -7; AddAB inh: 2.6; HTR5A ag: 2; Tat transport: -1; SUMO Mot1 rescue: -1; DAGLB inhibitor: 0; Ecoli viability: 0.3; PKA-R1A act: 3; PKA-R2B act: 13

How did Cc1ccc(NC(/C=C/N(C)C)=C/C(=O)C(F)(F)F)c(C)c1 do in these assays?
CDK5 p35 inh: -1.2; phage Ecoli inh: 4.3; HTR5A inv ag: 9; AddAB inh: 3.2; HTR5A ag: 0; Tat transport: -1; SUMO Mot1 rescue: 9; DAGLB inhibitor: -1; Ecoli viability: 2.9; PKA-R1A act: -3; PKA-R2B act: -1

What do the screens show for `CC1CCN(C(=O)CSc2nnc3c(n2)[nH]c2ccccc23)CC1`?
CDK5 p35 inh: -0.2; phage Ecoli inh: -1.1; HTR5A inv ag: 5; AddAB inh: 1.5; HTR5A ag: 0; Tat transport: 6; SUMO Mot1 rescue: inactive; DAGLB inhibitor: 1; Ecoli viability: 0.8; PKA-R1A act: 6; PKA-R2B act: 1

Results for Cc1cc(C)c2nc(-c3ccco3)cc(C(=O)O)c2c1 ?
CDK5 p35 inh: -10; phage Ecoli inh: 0.5; HTR5A inv ag: 10; HTR5A ag: -1; Tat transport: 0; DAGLB inhibitor: 4; PKA-R1A act: -8; PKA-R2B act: 10

What do the screens show for `COCC1CCN(C(=O)C2CCC(=O)N(C3CCCC3)C2)CC1` (stereo not drawn)?
CDK5 p35 inh: -0.1; phage Ecoli inh: -1.4; HTR5A inv ag: 3; AddAB inh: 1.1; HTR5A ag: 2; Tat transport: -10; SUMO Mot1 rescue: -6; DAGLB inhibitor: 3; Ecoli viability: -1.1; PKA-R1A act: -11; PKA-R2B act: -6

What do the screens show for `CCCCOP(=O)(OCCCC)C(O)c1ccc(F)cc1` (stereo not drawn)?
CDK5 p35 inh: 0.3; phage Ecoli inh: 0.2; HTR5A inv ag: 15; AddAB inh: 0.3; HTR5A ag: 1; Tat transport: -6; SUMO Mot1 rescue: -11; DAGLB inhibitor: 0; Ecoli viability: 1.8; PKA-R1A act: -4; PKA-R2B act: -4

Results for N#CC(C#N)=C1SC(=Nc2ccccc2)C(=Nc2ccccc2)N1c1ccccc1 ?
CDK5 p35 inh: -1.0; phage Ecoli inh: 1.6; HTR5A inv ag: -5; HTR5A ag: 1; Tat transport: 1; DAGLB inhibitor: 0; PKA-R1A act: -9; PKA-R2B act: 7

Results for Cc1cccc(NC(=O)c2ccc(N3CCOCC3)c([N+](=O)[O-])c2)n1 ?
CDK5 p35 inh: 1.5; phage Ecoli inh: 1.2; HTR5A inv ag: 8; AddAB inh: 1.4; HTR5A ag: -3; Tat transport: -11; SUMO Mot1 rescue: 1; DAGLB inhibitor: 4; Ecoli viability: 0.3; PKA-R1A act: 2; PKA-R2B act: 2

Results for O=C1N=C(N2CCOCC2)S/C1=C/c1ccc(-c2ccc(F)cc2)o1 ?
CDK5 p35 inh: -0.3; phage Ecoli inh: -0.8; HTR5A inv ag: 5; AddAB inh: 3.7; HTR5A ag: -2; Tat transport: -6; SUMO Mot1 rescue: 4; DAGLB inhibitor: 3; Ecoli viability: -0.2; PKA-R1A act: -2; PKA-R2B act: -4

Results for CCOc1ccc(C(c2c(C)[nH][nH]c2=O)c2c(C)[nH][nH]c2=O)cc1OCC ?
CDK5 p35 inh: 2.2; phage Ecoli inh: 4.8; HTR5A inv ag: -11; AddAB inh: 2.2; HTR5A ag: 3; Tat transport: -1; SUMO Mot1 rescue: 2; DAGLB inhibitor: 0; Ecoli viability: 2.1; PKA-R1A act: 0; PKA-R2B act: 11

Results for Cc1csc(Sc2ccc([N+](=O)[O-])cc2C(=O)OCC(=O)NC2CCCC(C)C2C)n1 (stereo not drawn) ?
CDK5 p35 inh: 0.1; phage Ecoli inh: -0.3; HTR5A inv ag: -26; AddAB inh: 3.1; HTR5A ag: -1; Tat transport: -1; SUMO Mot1 rescue: -9; DAGLB inhibitor: 0; Ecoli viability: 0.3; PKA-R1A act: -3; PKA-R2B act: 0

What do the screens show for `CCn1c(SCC(=O)Nc2cc(C)on2)nnc1-c1c[nH]c2ccccc12`?
CDK5 p35 inh: -0.5; phage Ecoli inh: 2.1; HTR5A inv ag: 5; AddAB inh: 1.6; HTR5A ag: -2; Tat transport: -3; SUMO Mot1 rescue: 5; DAGLB inhibitor: 3; Ecoli viability: -0.8; PKA-R1A act: -5; PKA-R2B act: -3

How did Cc1cc(=O)[nH]c(SCC(=O)NC2CCCCCC2)n1 do in these assays?
CDK5 p35 inh: 0.3; phage Ecoli inh: 3.8; HTR5A inv ag: -15; AddAB inh: -1.8; HTR5A ag: 4; Tat transport: 6; SUMO Mot1 rescue: -11; DAGLB inhibitor: -1; Ecoli viability: -1.4; PKA-R1A act: -1; PKA-R2B act: -9

What do the screens show for `Cc1ccccc1NC(=O)Nc1cccs1`?
CDK5 p35 inh: 2.5; phage Ecoli inh: 1.4; HTR5A inv ag: 0; AddAB inh: -0.8; HTR5A ag: 0; Tat transport: -13; SUMO Mot1 rescue: 596; DAGLB inhibitor: 1; Ecoli viability: -0.8; PKA-R1A act: 2; PKA-R2B act: -8

How did CN(C)c1nc(SCc2ccccc2)nc(N2CCOCC2)n1 do in these assays?
CDK5 p35 inh: -0.2; phage Ecoli inh: 2.2; HTR5A inv ag: -2; AddAB inh: 1.6; HTR5A ag: -4; Tat transport: 0; SUMO Mot1 rescue: 415; DAGLB inhibitor: -10; Ecoli viability: -1.1; PKA-R1A act: 9; PKA-R2B act: 14

Results for CN(c1ccccc1)S(=O)(=O)c1ccc(C(=O)NNC(=O)c2ccccc2)cc1 ?
CDK5 p35 inh: 1.1; phage Ecoli inh: 2.9; HTR5A inv ag: 11; AddAB inh: 1.8; HTR5A ag: -4; Tat transport: 9; DAGLB inhibitor: 2; Ecoli viability: -0.2; PKA-R1A act: -2; PKA-R2B act: -5

What do the screens show for `CC(=O)C1=C(O)C(=O)N(c2ccc(Br)cc2)C1c1cccc(F)c1` (stereo not drawn)?
CDK5 p35 inh: -0.6; phage Ecoli inh: 1.2; HTR5A inv ag: -6; AddAB inh: 0.4; HTR5A ag: -4; Tat transport: -7; SUMO Mot1 rescue: 0; DAGLB inhibitor: 18; Ecoli viability: -0.3; PKA-R1A act: -8; PKA-R2B act: 1

How did O=C(NNC(=O)C1CCCCC1)c1ccncc1 do in these assays?
CDK5 p35 inh: -2.6; phage Ecoli inh: 3.4; HTR5A inv ag: 6; AddAB inh: 1.2; HTR5A ag: -2; Tat transport: -11; SUMO Mot1 rescue: -5; DAGLB inhibitor: 0; Ecoli viability: 0.6; PKA-R1A act: 0; PKA-R2B act: -9

Results for Cc1[nH]n(C(N)=S)c(=O)c1N=Nc1ccc2ccccc2c1 ?
CDK5 p35 inh: 2.7; phage Ecoli inh: 7.7; HTR5A inv ag: 0; HTR5A ag: 0; Tat transport: -2; DAGLB inhibitor: 14; PKA-R1A act: -1; PKA-R2B act: -10

Results for COC(=O)Cn1cc(/C=C/[N+](=O)[O-])c2ccccc21 ?
CDK5 p35 inh: 0.8; phage Ecoli inh: 2.0; HTR5A inv ag: -2; AddAB inh: 1.4; HTR5A ag: 1; Tat transport: -5; SUMO Mot1 rescue: 6; DAGLB inhibitor: 4; Ecoli viability: -0.1; PKA-R1A act: -9; PKA-R2B act: -6

What do the screens show for `Cc1ccccc1OCCC(=O)Nc1cccc(S(=O)(=O)Nc2ccccc2Cl)c1`?
CDK5 p35 inh: 0.5; phage Ecoli inh: 1.1; HTR5A inv ag: 23; AddAB inh: 2.0; HTR5A ag: -2; Tat transport: 7; SUMO Mot1 rescue: -8; DAGLB inhibitor: -7; Ecoli viability: 1.7; PKA-R1A act: -1; PKA-R2B act: -22

Results for O=C(Oc1ccc(/C=N/NC(=O)c2ccco2)cc1)c1ccccc1 ?
CDK5 p35 inh: 0.2; phage Ecoli inh: 0.4; HTR5A inv ag: 2; AddAB inh: 1.4; HTR5A ag: -1; Tat transport: 1; SUMO Mot1 rescue: 0; DAGLB inhibitor: -4; Ecoli viability: 0.7; PKA-R1A act: -1; PKA-R2B act: -10

What do the screens show for `COc1ccc(CCC(=O)Nc2cc(S(=O)(=O)N3CCCCC3)ccc2N(C)C)cc1`?
CDK5 p35 inh: 0.2; phage Ecoli inh: 0.8; HTR5A inv ag: 22; AddAB inh: -2.3; HTR5A ag: -9; Tat transport: 3; SUMO Mot1 rescue: -16; DAGLB inhibitor: -2; Ecoli viability: -1.1; PKA-R1A act: -1; PKA-R2B act: -12

Screening data from PubChem.
